Screens from PubChem.
biotin-GST TR-FRET – GST-antibody interaction or FRET quenching – biochemical, TR-FRET, artefact control for Vif-APOBEC3G degradation inhibitor project, dose response (AID 1117362) | actives 2.8% (n = 3,600) | TR-FRET counter screen, biotin-GST/anti-GST signal | IC50 in µM for hits, for the others inhibition, % at the top dose, mostly 100 µM;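 active = inhibition above 30% at one or more concentrations, seen consistently on every test date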;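 note: biotinylated GST protein used in place of GST-Vif 1-94 and biotin-A3G peptide; detects fluorescence quenchers or blockers of GST binding to anti-GST antibody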
Active calls of the source: *.

CCOc1cc(N2CCOCC2)c(OCC)cc1NC(C)C(=O)N1CCN(CC)CC1 (configuration not stated)
- biotin-GST TR-FRET: -4.2%
COC(=O)Cc1cc(=O)n(-c2nc3ccccc3[nH]2)[nH]1
- biotin-GST TR-FRET: -3.1%
CC1(C)CC(=O)C2=C(C1)N(Cc1ccc(F)cc1)C(=O)C2(NC(=O)c1cccnc1)C(F)(F)F (configuration not stated)
- biotin-GST TR-FRET: 2.6%
CCCCCCn1c(SCC(=O)Nc2cc(C)on2)nc2ccccc2c1=O
- biotin-GST TR-FRET: -3.2%
O=C(CCCCCN1C(=O)c2ccccc2C1=O)Nc1nccs1
- biotin-GST TR-FRET: 5.2%
COc1ccc(S(=O)(=O)NCc2ccccn2)cc1
- biotin-GST TR-FRET: -0.9%
Cc1ccc(-n2nc(C(=O)O)c3ccccc3c2=O)cc1C
- biotin-GST TR-FRET: 1.6%
CCOC(=O)CSc1nnc(-c2cccnc2)n1Cc1ccccc1
- biotin-GST TR-FRET: 5.0%
Cc1cccc2c1NC1(CCCC1)CC2C (configuration not stated)
- biotin-GST TR-FRET: -1.3%
Cc1ccc(-n2[nH]c(=O)c3cccnc32)cc1
- biotin-GST TR-FRET: 1.9%
O=C(COc1ccc([N+](=O)[O-])cc1)NC(C(=O)O)C(O)c1cccc([N+](=O)[O-])c1 (configuration not stated)
- biotin-GST TR-FRET: 6.3%
CCOC(=O)c1c(C)[nH]c(C(=O)COC(=O)CSCC(=O)N(CC)CC)c1C
- biotin-GST TR-FRET: -1.2%
Nc1cc(C(=O)O)ccc1N1CCCCC1
- biotin-GST TR-FRET: 0.9%
CCCNC(=O)Cn1c2ccccc2c2nc(=O)cc(C)n21
- biotin-GST TR-FRET: 1.1%
O=C(O)c1ccc(-n2cccc2/C=N\NC(=O)c2cc3cc(Br)ccc3o2)cc1
- biotin-GST TR-FRET: -4.9%
COc1cccc(/C=N/n2c(-c3cc(C)[nH]n3)n[nH]c2=S)c1
- biotin-GST TR-FRET: -5.9%
CC(Oc1ccc(Cl)cc1)c1ccnn1S(C)(=O)=O (configuration not stated)
- biotin-GST TR-FRET: 3.6%
CC1(C)CC(NS(=O)(=O)c2ccccc2)CC(C)(C)N1
- biotin-GST TR-FRET: 0.7%
COC(=O)c1cc(=O)n(Cc2ccc3c(c2)OCO3)c(=Nc2ccc(F)c(Cl)c2)s1
- biotin-GST TR-FRET: -0.9%
COc1ccccc1CNS(=O)(=O)c1cccc(S(=O)(=O)N2CCOCC2)c1
- biotin-GST TR-FRET: 5.0%
O=C(NCC1CC1)c1ccc2c3n(nc2c1)-c1ccccc1CO3
- biotin-GST TR-FRET: -1.4%
O=C(Cc1ccccn1)c1ccncc1
- biotin-GST TR-FRET: 2.6%
COC(=O)c1ccc(CSc2nc3ccccc3c(=O)n2-c2ccc(OC)c(OC)c2)o1
- biotin-GST TR-FRET: 2.4%
Cc1ccc(C(=O)COC(=O)CNC(=O)Cc2ccccc2)cc1[N+](=O)[O-]
- biotin-GST TR-FRET: 1.2%
Cc1cc(O)c(-c2cc(O)c(C)cc2O)cc1O
- biotin-GST TR-FRET: 3.9%

Four structures out of the list, ordered by length of the SMILES, highest first:
COC(=O)c1ccc(CSc2nc3ccccc3c(=O)n2-c2ccc(OC)c(OC)c2)o1
- biotin-GST TR-FRET: 2.4%
CCOc1cc(N2CCOCC2)c(OCC)cc1NC(C)C(=O)N1CCN(CC)CC1 (configuration not stated)
- biotin-GST TR-FRET: -4.2%
CCCCCCn1c(SCC(=O)Nc2cc(C)on2)nc2ccccc2c1=O
- biotin-GST TR-FRET: -3.2%
Cc1ccc(-n2nc(C(=O)O)c3ccccc3c2=O)cc1C
- biotin-GST TR-FRET: 1.6%

Entries shown so far containing a furan ring, fused or not:
O=C(O)c1ccc(-n2cccc2/C=N\NC(=O)c2cc3cc(Br)ccc3o2)cc1
- biotin-GST TR-FRET: -4.9%
COC(=O)c1ccc(CSc2nc3ccccc3c(=O)n2-c2ccc(OC)c(OC)c2)o1
- biotin-GST TR-FRET: 2.4%

A run of entries from the list above, for reference:
Cc1ccc(C(=O)COC(=O)CNC(=O)Cc2ccccc2)cc1[N+](=O)[O-]
- biotin-GST TR-FRET: 1.2%
Cc1cc(O)c(-c2cc(O)c(C)cc2O)cc1O
- biotin-GST TR-FRET: 3.9%

Continued:
C=CCSc1nnc(-c2ccc(Cl)cc2Cl)o1
- biotin-GST TR-FRET: 5.0%
CCOC(=O)C1CCCN(c2ncnc3c2cnn3-c2ccc(Cl)cc2)C1 (configuration not stated)
- biotin-GST TR-FRET: -0.3%
O=C(O)CCCNc1cc(N2CCC3(CC2)OCCO3)c2noc3c2c1C(=O)c1ccccc1-3
- biotin-GST TR-FRET: -66%
O=C(c1cnn2cccnc12)N1CCN(Cc2ccc3c(c2)OCO3)CC1
- biotin-GST TR-FRET: -6.8%
Cc1cc2oc(=O)cc(C)c2c(=O)o1
- biotin-GST TR-FRET: 4.1%
O=c1ccc2c(-c3ccccc3S(=O)(=O)O)c3ccc(O)c(O)c3oc-2c1O
- biotin-GST TR-FRET: -40%
O=C(CCCN1C(=O)c2ccccc2C1=O)NCC1CCCO1 (configuration not stated)
- biotin-GST TR-FRET: -0.9%
CCOC(=O)CCC(=O)N1CCOCCN(C(=O)CCC(=O)OCC)CCOCC1
- biotin-GST TR-FRET: 0.2%
Cn1c(=O)c2c(nc(CN3CCOCC3)n2CCN2CCOCC2)n(C)c1=O
- biotin-GST TR-FRET: -1.5%
O=C(Cc1ccccc1)NC(Nc1ccccc1)C(Cl)(Cl)Cl (configuration not stated)
- biotin-GST TR-FRET: -1.1%
COC(=O)c1ccc(NC(=S)NCCC2=CCCCC2)cc1
- biotin-GST TR-FRET: 0.5%
O=C(CNS(=O)(=O)c1ccccc1)OCC(=O)c1ccc(OC(=O)c2ccccc2)cc1
- biotin-GST TR-FRET: -2.6%
O=C(O)CSc1c2c(nc3cc(C(=O)N4CCOCC4)ccc13)CCCC2
- biotin-GST TR-FRET: 22%
O=C(Cn1ncc2c(=O)oc3ccccc3c21)N1CCCc2ccccc21
- biotin-GST TR-FRET: -6.0%
N=C1C(c2nc3ccccc3c(=O)[nH]2)=C(O)CN1c1ccccc1
- biotin-GST TR-FRET: -2.5%
CC(C(=O)NCC1CCCCC1)N(C)Cc1ccc(Br)cc1 (configuration not stated)
- biotin-GST TR-FRET: 1.6%
CC(C(=O)N1CCCCC1)n1ncn2cccc2c1=O (configuration not stated)
- biotin-GST TR-FRET: 1.2%

Quoted from the listing.
In biotin-GST TR-FRET, O=C(CCCN1C(=O)c2ccccc2C1=O)NCC1CCCO1 (configuration not stated) has the entry -0.9%
In biotin-GST TR-FRET, CC(C(=O)N1CCCCC1)n1ncn2cccc2c1=O (configuration not stated) has the entry 1.2%

Only part of the results is shown; rates above refer to the full screens.
